High-throughput results from PubChem BioAssay.
D1 antag – blocks dopamine activation of the human D1 receptor; P21728; HEK293 TREx D1 cells, calcium flux, dopamine EC80; active compounds read low; activity change, negative = inhibition, % at 10 µM; 360,000 compounds, 3.2% hits; AID 504652; in the data active = activity change below about -30%; also: % is scaled to controls: 0 for no effect and ±100 for the full control effect
Target sequence (P21728 whole entry, looked up): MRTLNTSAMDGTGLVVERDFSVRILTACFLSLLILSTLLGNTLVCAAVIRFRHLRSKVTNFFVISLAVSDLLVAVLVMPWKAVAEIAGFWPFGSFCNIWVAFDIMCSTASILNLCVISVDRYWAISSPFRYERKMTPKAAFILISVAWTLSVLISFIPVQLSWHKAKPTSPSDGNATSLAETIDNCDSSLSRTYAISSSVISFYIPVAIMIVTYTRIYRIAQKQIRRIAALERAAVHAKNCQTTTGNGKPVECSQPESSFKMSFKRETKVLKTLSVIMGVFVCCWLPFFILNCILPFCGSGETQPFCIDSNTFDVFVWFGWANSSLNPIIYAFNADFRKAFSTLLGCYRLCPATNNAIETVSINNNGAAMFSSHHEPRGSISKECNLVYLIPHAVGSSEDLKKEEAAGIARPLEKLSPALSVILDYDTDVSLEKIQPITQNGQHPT
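Calcium flux readout: force-coupled, inducible Hek293 Trex D1 line, cells induced overnight at 30 C with tetracycline, dye-loaded 30–90 min at RT. Antagonism scored against EC80 dopamine challenge given 180 s after compound.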
D1 ag – agonists of human D1 dopamine receptor; HEK293 T-REx D1 cells, calcium flux, agonist mode; activation, % at 2 µM; 360,000 compounds, 1% hits; P21728; also: 0% is about no effect
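Inducible HEK293 T-REx D1 cells, force-coupled to calcium signalling, were plated at 4000 cells/well with tetracycline and held overnight at 30 C. After no-wash calcium dye loading, compound-evoked calcium rise over 180 s flagged agonists.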
TRHR PAM – allosteric enhancers of human TRH receptor | TRHR cells, fluo-8 calcium fluorescence, EC20 TRH enhancement | AID 493056 | P34981 | 360,000 compounds, 0.66% hits | enhancement, % at 2 µM; in the data active = enhancement above about 30%; also: 0% is about no effect
Target sequence (P34981 whole entry, looked up): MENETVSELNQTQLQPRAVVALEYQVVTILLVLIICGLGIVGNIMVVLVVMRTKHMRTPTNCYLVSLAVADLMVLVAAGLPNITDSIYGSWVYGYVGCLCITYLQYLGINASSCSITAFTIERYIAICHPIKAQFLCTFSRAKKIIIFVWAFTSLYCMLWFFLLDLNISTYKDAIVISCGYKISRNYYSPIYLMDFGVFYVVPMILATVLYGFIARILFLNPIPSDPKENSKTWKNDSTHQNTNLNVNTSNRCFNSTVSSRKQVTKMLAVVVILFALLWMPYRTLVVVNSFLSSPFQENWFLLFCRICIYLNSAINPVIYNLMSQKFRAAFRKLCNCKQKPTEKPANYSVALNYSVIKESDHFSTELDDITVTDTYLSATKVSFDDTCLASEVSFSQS
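Enhancer read-out: after compound pinning and an initial kinetic agonist-mode read, an EC20 of TRH (10 nM final) was injected and fluo-8 calcium signal (Ex 480/Em 530) followed at 1 s/cycle for 100 cycles in TRHR-expressing cells.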
RXFP1 antag – antagonists of human relaxin receptor RXFP1 | activity change, negative = inhibition, % at 57.5 µM | HEK293-RXFP1, relaxin-stimulated cAMP HTRF, 30 min; active compounds read low | Q9HBX9 | 350,000 compounds, 0.59% hits | AID 1259400;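 active = activity change of -60% or lower, but not beyond a set lower limit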; also: % is scaled to controls: 0 for no effect and ±100 for the full control effect
D2 PAM – positive allosteric modulators of human D2 dopamine receptor; HEK293 T-REx D2, calcium flux, EC20 dopamine potentiation; AID 485347; P14416; potentiation, % at 10 µM; 340,000 compounds, 0.34% hits;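 active = potentiation over 3 SD above the plate norm, cut at about 30% in these data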; also: 0% is about no effect
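Cells plated with tetracycline inducer and held overnight at 30 C; calcium dye loaded 30–90 min at room temperature; baseline taken, compound added and read 180 s; EC20 dopamine then added and read 180 s.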
D1 PAM – enhances dopamine response at the human D1 receptor. P21728. HEK293 TREx D1 cells, calcium flux, dopamine EC20 potentiation. potentiation, % at 10 µM. 360,000 compounds, 0.036% hits. AID 504651; in the data active = potentiation above about 30%; also: 0% is about no effect
D2 antagonist – antagonizes the human D2 dopamine receptor; HEK293 TREx D2 cells, calcium flux, dopamine EC80; inhibition, % at 10 µM; 340,000 compounds, 2% hits; AID 485344; in the data active = inhibition above about 30%; also: 0% is about no effect
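Overnight-induced (tetracycline, 30 C) HEK293 T-REx cells carrying force-coupled D2 receive a no-wash calcium dye, then compound, then EC80 dopamine at 180 s; signals are read kinetically throughout.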
TRHR ag – agonists of human TRH receptor. AID 493084. TRHR cells, calcium flux fluo-8, FDSS agonist mode. P34981. 360,000 compounds, 0.18% hits. activation, % at 2 µM; also: 0% is about no effect
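TRHR-expressing cells, plated overnight in medium with 10% serum, were loaded with fluo-8 calcium dye at room temperature. After a 10 s baseline, library compound was pin-added and calcium release was recorded kinetically (ex 480/em 530) as agonist response.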
D2 ag – agonists of human D2 dopamine receptor; AID 485358; HEK293 T-REx D2 cells, calcium flux agonist mode; 340,000 compounds, 0.53% hits; activation, % at 2 µM;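 active = activation over 3 SD above normal in the single-dose calcium agonist read, cut at about 30% in these data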; also: 0% is about no effect
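HEK293 Trex D2 cells, tetracycline-induced, o/n 30 C 5% CO2; no-wash Ca dye, RT 30–90 min; 10-cycle baseline, 23 nl cpd added, kinetic Ca read 180 s; agonist hits = positive Ca response.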
The depositor's hits bear a star; / = not tested or not shown; & = joins results of further samples. Rule as the data show it, unless noted: active = activation above about 30%; inactive = the rest. Rows are unselected; 7.1% or so of the library scored in one or more.

SMILES	D1 antag	D1 ag	TRHR PAM	RXFP1 antag	D2 PAM	D1 PAM	D2 antagonist	TRHR ag	D2 ag
CCOC(=O)c1sc2cccc(F)c2c1S(=O)(=O)N1CCN(c2cccc(Cl)c2)CC1	2	4	-1	-7	-1	-3	/	0.7	0.1
CN(CC(=O)Nc1ncn[nH]1)S(=O)(=O)c1cc(Cl)ccc1Cl	9	0	-2	-5	3	2	-4	0.0	0.0
O=C(Nc1cccc(O)c1)c1noc2c1CCc1ccccc1-2	3&-5	1&10	19&4	-17&-12	-6&0	1&-5	0	0.1&0.5	0.1&0.2
COCCCNC(=O)CSc1nc2ccccc2c(=O)n1CCc1ccc(S(N)(=O)=O)cc1	6	1	-2	8	-7	8	-2	0.1	-0.1
CCOc1ccc(N(CC(=O)Nc2ccc(C)c(C)c2)S(=O)(=O)c2c(C)noc2C)cc1	-10	3	-10	/	-4	-3	-8	0.4	0.8
COc1cc(-c2c(C#N)c(N)nc3c2CCCC3)ccc1O	3	0	-7	-6	-1	-2	-10	-0.3	-0.6
CSc1nc(-c2ccccc2)nc(N)c1C(C)=O	11	0	0	/	6	0	3	0.0	-0.1
Cc1ccc(OCc2nnc(SCC(N)=O)n2N)cc1	-1	1	-4	-2	-2	6	-7	0.2	0.4
Cc1cc(C)cc(CC2CC(=O)N(c3cc(C)on3)C2=O)c1 (stereo not drawn)	2	0	-6	6	-1	-8	-6	-0.3	0.2
COc1ccc(-c2nc3ccccc3n2Cc2ccc(C)cc2)cc1	-14	3	1	-22	-7	-4	2	0.1	1.4
COc1ccccc1C(=O)Nc1nnc(-c2ccc(F)cc2)o1	8	0	-7	/	-26	/	2	0.3	-0.1
O=C(Cn1cc(S(=O)(=O)Cc2ccc([N+](=O)[O-])cc2)c2ccccc21)N1CCOCC1	-6	1	4	-12	/	-1	/	0.6	/
CC(C)C1Cc2c(sc3[nH]c(=S)n(Cc4ccccc4)c(=O)c23)CO1 (stereo not drawn)	/	0	12	-19	-9	-3	8	0.0	0.9
Cc1ccc(C(=O)ONc2ccc(N=O)cc2)cc1	-4	2	13	5	-13	-2	15	0.3	-0.2
O=P(Cc1cccc[n+]1[O-])(c1ccccc1)c1ccccc1	0	3	-1	5	1	2	1	-0.4	1.1
COc1ccc(-c2c(C)c3ccc(O)c(CN4CCN(C)CC4)c3oc2=O)cc1OC	-44*	1	0	1	12	-4	/	0.0	0.9
C=CCn1c(SCc2c(C)noc2C)nc2sc3c(c2c1=O)CCCC3	3	8	-4	27	-3	-2	11	0.5	0.5
COc1ccc(/C(N)=N/OC(=O)CSc2ccccc2)cc1OC	4	5	-3	-7	0	-3	-14	0.0	0.1
O=C(CN(C(=O)c1csnn1)c1cccc(F)c1)NCc1ccc2c(c1)OCO2	-9	0	-8	-6	-18	-7	42*	-0.2	-0.3
OC(COc1ccc(Br)cc1)CN1CCCC1 (stereo not drawn)	-1	6	4	10	-10	-4	16	1.0	0.6
COc1ccccc1CNC(=O)C(NC(=O)c1ccc(C)cc1)C(C)C (stereo not drawn)	-4	1	-4	1	-6	-10	-1	-1.3	-0.2
Cc1ccc(C(=O)Nc2ccc(S(=O)(=O)Nc3ncccn3)cc2)cc1[N+](=O)[O-]	1	0	-2	7	11	5	-3	-0.2	0.1
CCN(CC(=O)Nc1cccc(OC)c1)C(=O)c1ccco1	7	9	12	9	1	2	1	-2.1	0.0
Cc1onc(-c2ccccc2Cl)c1C(=O)N1CCC(C(N)=O)CC1	6	0	-4	6	/	-5	/	0.4	/
O=C(CN1C(=O)COc2ccc(S(=O)(=O)NC3CCCC3)cc21)Nc1ccc(F)c(Cl)c1	-5	20	6	-15	2	-4	/	-0.7	-1.3

Retrieved one by one from above:
SMILES	D1 antag	D1 ag	TRHR PAM	RXFP1 antag	D2 PAM	D1 PAM	D2 antagonist	TRHR ag	D2 ag
Cc1onc(-c2ccccc2Cl)c1C(=O)N1CCC(C(N)=O)CC1	6	0	-4	6	/	-5	/	0.4	/
COCCCNC(=O)CSc1nc2ccccc2c(=O)n1CCc1ccc(S(N)(=O)=O)cc1	6	1	-2	8	-7	8	-2	0.1	-0.1
Cc1ccc(OCc2nnc(SCC(N)=O)n2N)cc1	-1	1	-4	-2	-2	6	-7	0.2	0.4

Some of these compounds in order of their number in TRHR ag, ascending:
compound,TRHR ag
O=P(Cc1cccc[n+]1[O-])(c1ccccc1)c1ccccc1,-0.4
CSc1nc(-c2ccccc2)nc(N)c1C(C)=O,0.0
COc1ccccc1C(=O)Nc1nnc(-c2ccc(F)cc2)o1,0.3

(cont.)
SMILES	D1 antag	D1 ag	TRHR PAM	RXFP1 antag	D2 PAM	D1 PAM	D2 antagonist	TRHR ag	D2 ag
O=C(Cc1ccc(S(=O)(=O)N2CCOCC2)s1)Nc1ccc2c(c1)CCC2	-11	3	8	-12	-15	-9	-14	-0.2	0.1
COc1ccccc1CCNC(=O)C1CCC(=O)N(C2CC2)C1 (stereo not drawn)	-3	5	3	4	-3	4	11	0.1	8.7
CCN(CC)C(=O)CC(c1ccc(OC)cc1)c1c(O)cc(OC)cc1OC (stereo not drawn)	2	3	-3	/	-2	-7	-13	-1.1	-0.8
NC(=O)C1CC(=O)N(c2ccc(OCC(=O)Nc3ccccc3F)cc2)C1 (stereo not drawn)	-14	2	4	-14	19	9	7	0.2	0.1
O=C(NCc1cccs1)c1nc2ncccn2n1	-1	0	-2	3	13	-12	0	0.4	-0.9
CCOC(=O)c1c(C)[nH]c(C(=O)OCCOc2ccccc2C)c1C	0	3	2	-1	0	5	-14	1.1	0.0
COc1ccc(Cl)cc1NC(=O)c1cnccn1	0	-1	0	2	-4	-3	-5	-0.6	0.3
COc1ccc(OC)c(S(=O)(=O)N2CCCC(C(=O)N3CCC(C(N)=O)CC3)C2)c1 (stereo not drawn)	3	0	-6	-1	-16	-1	-5	-0.2	0.2
COc1ccccc1OCC(=O)NCC1CCCN(Cc2cnn(C)c2C)C1 (stereo not drawn)	-9	2	9	6	-20	-4	20	-0.2	0.3
Cc1cc(C)cc(NC(=O)CSc2ccccc2)c1	-6	3	2	8	2	-6	1	-1.5	0.2
CCCCN(Cc1ccccc1)C(=O)CCN1C(=O)C2C3C=CC(C3)C2C1=O (stereo not drawn)	-24	8	0	10	0	-10	2	-0.4	1.9
O=c1[nH]c(CSc2nnc(-c3ccccc3)n2-c2ccccc2)nc2ccccc12	-7	0	2	-2	17	5	-15	-0.7	0.7
CCCOc1ccc(NC(N)=O)cc1OCCC	13	0	1	-11	-1	-5	14	-1.5	-1.6
CCOc1ccc(CNC(=O)CCS(=O)(=O)c2cc3c(cc2Cl)NC(=O)CO3)cc1OC	-3	0	-2	-4	-13	-1	/	-0.5	0.1
CCOc1ccc(N(CC(=O)Nc2ccc(C)c(C)c2)S(C)(=O)=O)cc1	-1	0	-2	-4	-8	2	7	-0.8	-1.1
COc1ccc(CNCCSc2nnnn2C)c(OC)c1OC	5	2	4	-17	-5	-4	-2	0.3	0.0
COCCCNC(=O)CCN1N=C(c2ccccc2)CCC1=O	5	1	-2	8	-5	1	10	0.2	-0.8
CCOC(=O)c1ccc(NC(=O)N2CCN(C3CCCCC3)CC2)cc1	27	2	-1	5	-3	-9	34*	0.1	-0.8
CC(C)OC(=O)CSc1nnc(-c2ccc(Cl)cc2)n1N	-11	1	13	7	9	0	-11	-0.5	0.5
Cc1ccccc1NC(=O)CCNS(=O)(=O)c1cccc2nsnc12	-10	1	0	-2	-4	-4	-22	-0.2	1.8
CCOc1ccc(C(=O)c2cc([N+](=O)[O-])ccc2Cl)cc1	0	5	-3	-1	1	-4	-19	-0.6	-0.3
O=C(COC(=O)c1cccc(F)c1)Nc1ccc2c(c1)OCCO2	-1	-1	23	6	2	-7	-7	-0.4	0.2
Cc1ccc(OC2=NS(=O)(=O)c3ccccc32)cc1	/	-2	0	-4	-2	0	-6	-0.3	0.2
Cc1ccccc1NS(=O)(=O)c1ccc(C(=O)NCCCN2CCCC2=O)cc1	15	1	-4	-2	-6	1	-3	0.1	0.0
Cc1cc(C)n(-c2nc(NCC3CCCO3)c3c4c(sc3n2)COC(C)(C)C4)n1 (stereo not drawn)	13	1	-4	2	0	-3	1	-1.3	-0.1
More records follow:
SMILES	D1 antag	D1 ag	TRHR PAM	RXFP1 antag	D2 PAM	D1 PAM	D2 antagonist	TRHR ag	D2 ag
COc1ccc(CNC(=O)C(=O)Nc2c3c(nn2-c2ccccc2)CSC3)cc1	/	10	12	-20	18	-1	/	-1.1	0.3
c1ccc(CSc2ccc(-c3cccs3)nn2)nc1	22	2	19	1	-2	-2	-5	0.4	-0.6
Cc1cc(C)n(-c2ccc(OCC(=O)O)nn2)n1	-10	4	2	3	10	-2	-9	-0.3	-1.2
O=C(Cn1cnc([N+](=O)[O-])c1)c1ccc(Cl)cc1	6	3	-5	/	6	6	2	0.0	1.0
CSc1ncc(C(=O)Nc2ccc(C)cc2C)c(C)n1	5	1	4	-10	-1	-4	-14	0.9	0.1
Cc1cc(Cl)ccc1OCC(=O)N(Cc1cccs1)C1CCS(=O)(=O)C1 (stereo not drawn)	5	5	10	4	4	-5	-2	-0.4	3.0
CCCCNC(=O)C(=O)NCc1ccncc1	-17	2	25	9	-1	1	-5	0.5	1.0
Cc1ccc2[nH]cc(CCNC(=O)c3cccnc3)c2c1	-10	-2	-3	-17	4	-8	5	-0.4	-0.6
COc1cccc(/C=N/NC(=O)c2cccc(N3CCCC3=O)c2)c1	10	0	-3	-5	/	-8	7	-0.1	4.9
Cc1[nH]c2ccccc2c1C(=O)C(C)OC(=O)c1ccccc1NCCO (stereo not drawn)	16	2	3	/	7	-3	22	0.6	0.5
COc1ccc(CNc2ccccc2SC)cc1OC	1	3	5	-9	5	-3	-20	-0.1	0.5
CC(OC(=O)c1ccccc1)C(=O)NCCC1=CCCCC1 (stereo not drawn)	2	-1	-1	-4	12	-1	0	-0.4	2.9
Cc1cccc(N(CC(=O)N2CCOCC2)S(C)(=O)=O)c1C	4	1	3	-7	-2	0	-1	0.7	0.5
Cc1nnc(NC(=O)c2cc(S(=O)(=O)N(C)C)ccc2N2CCCC2)s1	-5	1	-2	6	15	4	-39	0.2	0.4
COc1ccc(NS(=O)(=O)c2ccc(N/N=C/c3ccc(N4CCOCC4)cc3)c([N+](=O)[O-])c2)cc1	-14	-2	-6	-10	/	6	/	-0.1	/
CN(C)C=NC(=O)c1ccc(N2CCN(c3ncc(C(F)(F)F)cc3Cl)CC2)cc1	0	0	2	-4	-15	3	-5	0.1	0.3
CSC1=NCCN1C(=O)c1c(-c2c(F)cccc2Cl)noc1C	-10	2	-4	-9	-4	4	10	-1.4	-0.8

An excerpt from above, showing only TRHR ag:
smiles,TRHR ag
COc1ccc(CNc2ccccc2SC)cc1OC,-0.1
COc1ccc(NS(=O)(=O)c2ccc(N/N=C/c3ccc(N4CCOCC4)cc3)c([N+](=O)[O-])c2)cc1,-0.1
CCCCNC(=O)C(=O)NCc1ccncc1,0.5
